High-throughput results from PubChem BioAssay.
G6PDH CS: L. mesenteroides G6PDH inhibitors, counter-screen for G6PDH-coupled screening assays, biochemical, Leuconostoc mesenteroides enzyme; Purified L. mesenteroides G6PDH, diaphorase/resazurin coupled fluorescence, 45 min; AID 1020, 2008; glucose-6-phosphate dehydrogenase [Leuconostoc mesenteroides]; inhibition, % at 5 µM; 0.12% of 200,000 active; in the data active = inhibition above about 50%
STAT3 act: IL-6 driven STAT3 reporter potentiators, primary screen, U3A cells, luciferase, luminescence, MLSCN library; IL-6 STAT3-luciferase reporter; 100% = signal with IL-6 EC80 alone; activation (% of control), % at 5.6 µM; 0.91% of 190,000 active;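 active = activation above the screen-wide mean of compound activation plus 3 SD, cut at about 130% in these data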;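 note: 0% = background luminescence of wells with medium and substrate only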
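Detection: reporter luminescence signal / Assay system: STAT1-lacking human U3A cells, STAT3 luciferase reporter / Incubation: compound pre-incubation 1 h before IL-6, then 6 h stimulation at 37 °C / Control set: IL-6-only high control / Read-out: % activation relative to IL-6 control / Probe or stimulus: Interleukin-6, 33 ng/mL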
STAT1 act: STAT1 signaling activators, primary screen, cell-based, HTS, luciferase reporter; 2.6% of 200,000 active; activation (% of control), % at 5.5 µM; NIH 3T3 STAT1-luciferase reporter, IFN-gamma, luminescence; 100% = IFN-gamma alone, no compound;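 active = activation above the screen-wide mean activation plus 3 SD, cut at about 130% in these data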;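 note: raw ratio to IFN-gamma control signal so 100% means no change and 0% no light; values of inactives mirror those of a sister screen read the other way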
STAT3 inh: IL-6 driven STAT3 reporter inhibitors, primary screen, U3A cells, luciferase, luminescence, MLSCN library; AID 862, 2007; IL-6 STAT3-luciferase reporter; host cell line lacks STAT1; inhibition, % at 5.5 µM; 0.89% of 190,000 active;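 active = inhibition above the mean inhibition across all screened compounds plus 3 SD, cut at about 44% in these data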;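 note: 0% = DMSO only wells and 100% = 100 µM nifuroxazide control wells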
Diaphorase inh: diaphorase inhibitors and chemical oxidizers, primary screen, counter-screen for diaphorase-coupled primary assays, biochemical, uHTS, resorufin fluorescence; diaphorase resazurin-to-resorufin fluorescence, NADH, 16 min; bacterial (C. kluyveri) enzyme, not human; inhibition, % at 20 µM; 0.69% of 190,000 active; AID 1217, 2008;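 active = primary screen inhibition at 20 µM above a set limit, cut at about 50% in these data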;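 note: plate controls were DMSO with full reaction for no effect and wells lacking NADH for full effect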
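controls = No-NADH positive control and DMSO neutral control | system = Clostridium kluyveri diaphorase enzyme | timing = reaction incubation of 16 min at room temperature | signal = resorufin fluorescence 544/590 nm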
APP transl inh: inhibitors of APP translation via 5'UTR reporter, primary screen, APP 5'UTR luciferase, SH-SY5Y cells | SH-SY5Y APP 5'UTR-luciferase reporter, luminescence | inhibition, % at 2 µM | 0.82% of 190,000 active | AID 1285, 2008;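 active = inhibition above a set limit, derived from the sample mean plus 3 SD, cut at about 45% in these data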; note: values of inactives mirror those of a sister screen read the other way
STAT1 blocker: STAT1 signaling inhibitors, primary screen, cell-based, HTS, luciferase reporter. 0.35% of 200,000 active. NIH 3T3 STAT1-luciferase reporter, IFN-gamma, luminescence. inhibition, % at 5.5 µM;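 active = inhibition above a set limit, the mean inhibition across all tested compounds plus 3 SD, cut at about 34% in these data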;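 note: 0% = IFN-gamma with DMSO and 100% = IFN-gamma with 300 µM nifuroxazide; values of inactives mirror those of a sister screen read the other way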
Diaphorase act: compounds boosting diaphorase resazurin reduction – biochemical, uHTS, resorufin fluorescence, counter-screen for diaphorase-coupled primary assays, primary screen | Diaphorase/resazurin coupled assay, 16 min; hits give high values; 1 = vehicle wells, 0 = NADH-free wells | activation factor at 20 µM | 0.005% of 190,000 active | AID 1229, 2008;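 active = diaphorase activity raised at least twofold by the compound at 20 µM; inactive = activation factor below 2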
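Material: purified diaphorase enzyme from Clostridium kluyveri / Medium: HEPES pH 7.4 buffer with MgCl2 and Tween 20 / Schedule: enzyme reaction of 16 min at room temperature / Measured by: resorufin fluorescence, excitation 544 nm, emission 590 nm / Evaluation: rise in resorufin formation, marking diaphorase activation or chemical reduction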
Hsp70 act: Hsp70 transcriptional activators, primary screen, cell-based, HeLa, Hsp70 promoter luciferase, luminescence, 10 µM; HeLa Hsp70 promoter luciferase reporter; scaled: vehicle 0, proteasome-inhibitor control 100%; 0.04% of 200,000 active; activation, % at 10 µM;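 active = activation above the mean across all tested compounds plus 3 SD, cutoff set per campaign, cut at about 5.5% in these data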;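 note: 100% = MG132 at 30 µM as the positive control and 0% = DMSO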
TLR4 MyD88 comp: inhibitors of TLR4-MyD88 association in cells, primary screen, cell-based, HeLa CL3-4, BLA complementation, FRET ratio; 0.18% of 200,000 active; HeLa CL3-4 TLR4/MyD88 BLA complementation; Toll-like receptor 4 (Homo sapiens) + Myeloid differentiation primary response protein …; inhibition, % at 8.4 µM; in the data active = inhibition above about 25%;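 note: 0% = vehicle and 100% = reference inhibitor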
Target sequence (O00206 whole entry, looked up): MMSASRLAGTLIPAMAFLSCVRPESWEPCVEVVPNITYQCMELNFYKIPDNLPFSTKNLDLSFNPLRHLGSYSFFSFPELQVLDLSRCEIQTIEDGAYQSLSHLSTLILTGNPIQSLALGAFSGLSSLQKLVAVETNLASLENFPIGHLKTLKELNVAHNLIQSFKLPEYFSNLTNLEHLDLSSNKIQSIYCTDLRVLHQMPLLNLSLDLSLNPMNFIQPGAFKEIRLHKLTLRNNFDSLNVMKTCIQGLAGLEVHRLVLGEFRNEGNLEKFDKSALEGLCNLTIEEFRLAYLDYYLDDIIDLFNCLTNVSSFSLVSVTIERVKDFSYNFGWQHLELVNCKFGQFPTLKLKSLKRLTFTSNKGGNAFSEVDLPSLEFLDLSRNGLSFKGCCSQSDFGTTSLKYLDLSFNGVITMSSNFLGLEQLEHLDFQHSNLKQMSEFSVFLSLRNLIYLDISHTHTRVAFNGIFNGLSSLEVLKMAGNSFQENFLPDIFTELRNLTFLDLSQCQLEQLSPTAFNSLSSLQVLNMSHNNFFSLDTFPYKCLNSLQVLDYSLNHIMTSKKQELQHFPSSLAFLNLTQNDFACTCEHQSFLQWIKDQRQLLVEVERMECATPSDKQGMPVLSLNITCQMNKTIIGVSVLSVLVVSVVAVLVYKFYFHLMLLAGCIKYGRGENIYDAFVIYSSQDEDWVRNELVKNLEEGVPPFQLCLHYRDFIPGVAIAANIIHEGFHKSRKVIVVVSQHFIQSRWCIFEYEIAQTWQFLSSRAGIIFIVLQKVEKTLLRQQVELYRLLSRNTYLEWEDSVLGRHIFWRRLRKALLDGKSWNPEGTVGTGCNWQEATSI
Target sequence (Q99836 whole entry, looked up): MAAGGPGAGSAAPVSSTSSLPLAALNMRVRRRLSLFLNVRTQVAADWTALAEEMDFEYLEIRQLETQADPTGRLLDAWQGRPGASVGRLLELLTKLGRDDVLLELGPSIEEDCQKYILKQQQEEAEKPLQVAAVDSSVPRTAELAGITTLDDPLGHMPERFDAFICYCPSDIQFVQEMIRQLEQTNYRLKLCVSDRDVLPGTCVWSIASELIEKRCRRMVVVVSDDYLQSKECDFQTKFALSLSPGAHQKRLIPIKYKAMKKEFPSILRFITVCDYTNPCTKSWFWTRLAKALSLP
* = called active by the depositor.

no.	mol	G6PDH CS	STAT3 act	STAT1 act	STAT3 inh	Diaphorase inh
1	CCSc1nnc(NC(=O)C2Cc3ccccc3CN2C(=O)c2ccco2)s1 (centres undefined)	-5	115	96	-12	15
2	CCCn1cc(SCC(=O)Nc2nnc(C)s2)c2ccccc21	-22	110	95	-12	2
3	CC(C)CC(=O)Nc1sc2c(c1C(=O)O)CCCCC2	6	101	101	7	4
4	O=C1CSC(c2cn(-c3ccccc3)nc2-c2cc3ccccc3oc2=O)N1Cc1ccccc1 (centres undefined)	-2	94	102	14	27
5	COc1ccc(/C=C/C(=O)OCC(=O)NCc2ccco2)cc1OC	5	103	99	0	11
6	CSc1nnc(NC(=O)c2cc3ccccc3oc2=O)s1	-4	96	96	13	6
7	C(#Cc1ccc(C#CCN2CCOCC2)cc1)CN1CCOCC1	4	101	104	3	-4
8	CC1CCN(c2ccc([N+](=O)[O-])cn2)CC1	9	100	108	-5	10
9	CCN(CC)c1ccc(C2NCC(c3ccc([N+](=O)[O-])cc3)O2)cc1 (centres undefined)	2	99	95	4	3
10	Cc1ccc(S(=O)(=O)N2CCN(C(=O)c3ccc([N+](=O)[O-])cc3)C2)cc1	6	97	101	12	10

no.	APP transl inh	STAT1 blocker	Diaphorase act	Hsp70 act	TLR4 MyD88 comp
1	-2	5	0.8	-0.2	3
2	5	7	1	-0.3	-1
3	5	-3	1	-0.1	-1
4	6	-2	0.7	-0.5	-2
5	3	1	0.9	-0.1	-4
6	18	5	0.9	-0.3	-2
7	-20	-3	1	0.0	2
8	-6	-9	0.9	-0.2	0
9	2	4	1	0.1	-10
10	-4	-1	0.9	-0.1	1

Carrying on.
no.	mol	G6PDH CS	STAT3 act	STAT1 act	STAT3 inh	Diaphorase inh
11	Cc1ccccc1NC(=O)NC1(C(=O)NCCCN2CCOCC2)CCCCC1	3	102	105	0	-9
12	C=CCn1c(CNC(=O)c2cccs2)nnc1SCC(=O)Nc1ccc(C(=O)O)cc1	-5	97	100	9	-9
13	Cn1c(=O)[nH]c(=O)c2c1nc(CN(Cc1ccccc1)Cc1ccccc1)n2CCN1CCOCC1	7	74	96	39	-4
14	O=C(NCc1ccco1)C(Cc1ccccc1)NS(=O)(=O)c1cccc2nsnc12 (centres undefined)	0	109	100	-5	18
15	COc1cc(/C=C(/C(=O)c2cccs2)c2nc3ccccc3[nH]2)cc(OC)c1O	16	130	92	-35	22
16	CCCN1CNc2c(c(=O)[nH]c(=S)n2-c2ccc(Cl)cc2)C1	8	105	105	-2	8
17	O=C(O)c1ccc(-c2ccc(/C=C3\NC(=O)N(Cc4ccc(Cl)cc4)C3=O)o2)cc1Cl	8	100	92	4	25
18	O=C(NC(=S)Nc1ccc(F)c([N+](=O)[O-])c1)c1ccccc1F	6	104	113	-3	0
19	Cc1cc(C(=O)N(C)CC(=O)Nc2ccccc2C(F)(F)F)c(C)o1	8	104	102	-1	0
20	O=[N+]([O-])c1cccc(-c2nnc(C34CC5CC(CC(C5)C3)C4)o2)c1	7	97	99	6	13

no.	APP transl inh	STAT1 blocker	Diaphorase act	Hsp70 act	TLR4 MyD88 comp
11	8	-3	1.1	-0.3	-6
12	-1	0	1.1	0.0	17
13	0	4	1	-0.3	4
14	18	0	0.8	-0.2	-2
15	-20	9	0.8	1.4	3
16	-9	-7	0.9	-0.6	0
17	4	7	0.8	-0.1	-6
18	3	-14	1	0.0	2
19	-11	-2	1	-0.2	-2
20	2	2	0.9	-0.1	-13

Reformatted: results already given.
[18] O=C(NC(=S)Nc1ccc(F)c([N+](=O)[O-])c1)c1ccccc1F
[19] Cc1cc(C(=O)N(C)CC(=O)Nc2ccccc2C(F)(F)F)c(C)o1

Compound	18	19
G6PDH CS	6	8
STAT3 act	104	104
STAT1 act	113	102
STAT3 inh	-3	-1
Diaphorase inh	0	0
APP transl inh	3	-11
STAT1 blocker	-14	-2
Diaphorase act	1	1
Hsp70 act	0.0	-0.2
TLR4 MyD88 comp	2	-2

Next section.
no.	mol	G6PDH CS	STAT3 act	STAT1 act	STAT3 inh	Diaphorase inh
21	CC1(Cc2ccc3c(c2)OCO3)NC(=O)NC1=O (centres undefined)	-1	101	104	0	-5
22	COc1cc(C(N)=O)cc(Br)c1OCc1ccccc1	0	96	104	8	12
23	COc1cccc(C2C(C(=O)Nc3nc4ccccc4s3)=C(C)NC3=C2C(=O)CC(C)(C)C3)c1OC (centres undefined)	2	94	97	13	-14
24	CC(=O)c1ccc2c(c1)Cc1cc(C(C)=O)ccc1-2	-22	97	146*	6	5
25	CCNc1nc(NC(C)C)nc(SCCOC(=O)c2ccccc2)n1	1	93	101	16	17
26	COc1ccc(/C=N/NC(=O)c2cccc(NC(=O)c3ccc(Cl)cc3)c2)c(OC)c1	-3	103	114	-5	5
27	C[C@@H]1NC(=O)[C@H](CCCN=C(N)N)NC(=O)c2cc([N+](=O)[O-])cc(I)c2OCC[C@@H](C(N)=O)NC1=O	5	97	104	1	13
28	Cc1cccc(-n2c(=O)[nH]c3c(C(N)=O)nc(C(C)C)nc32)c1	16	111	102	-10	22
29	Cc1cc(-c2ccccc2C(=O)O)on1	10	105	107	-2	16
30	O=c1c2ccccc2nc(CSc2nnnn2-c2ccccc2)n1-c1cccc(C(F)(F)F)c1	-10	99	97	7	-1

no.	APP transl inh	STAT1 blocker	Diaphorase act	Hsp70 act	TLR4 MyD88 comp
21	-13	-4	1.1	-0.1	-2
22	-23	-4	0.9	-0.5	-2
23	-1	4	1.1	-0.2	-12
24	-75	-52	0.9	0.5	-2
25	3	-1	0.8	-0.2	-3
26	14	-15	0.9	-0.2	-12
27	15	-5	0.9	-0.3	4
28	-2	-2	0.8	-0.3	-12
29	2	-8	0.8	-0.3	-8
30	-3	4	1	-0.2	-3

Remaining list, next part.
no.	mol	G6PDH CS	STAT3 act	STAT1 act	STAT3 inh	Diaphorase inh
31	CC12CCC(C(=O)Nc3ccccc3N3CCOCC3)(CC1=O)C2(C)C (centres undefined)	13	102	102	0	6
32	CCO/C=N/c1c(C#N)c(CC#N)nn1-c1ccccc1	1	107	102	0	27
33	O=C(COC(=O)CN1C(=O)C(=O)c2ccccc21)OCN1C(=O)c2ccccc2C1=O	22	95	100	9	11
34	CC1CCCCC1NC(=O)COC(=O)c1cc(=O)c2ccccc2o1 (centres undefined)	7	103	101	5	15
35	O=C(CCC1CCCN(C(=O)CCN2CCCCC2=O)C1)NCc1ccccc1F (centres undefined)	5	102	101	3	7
36	CCOc1c(CNCc2ccc(C(=O)O)cc2)cccc1OC	2	102	102	10	-1
37	CN(C(=O)COC(=O)c1c2c(nc3ccccc13)/C(=C/c1cccc([N+](=O)[O-])c1)CCC2)C1CCS(=O)(=O)C1 (centres undefined)	-28	98	98	4	14
38	O=C(N/N=C/c1cccc([N+](=O)[O-])c1)C1CC(=O)N(c2ccc(Br)cc2)C1 (centres undefined)	-31	100	98	0	17
39	Cc1nnc(SCC(=O)Nc2ncc3c(n2)CC(C)(C)CC3=O)s1	7	107	105	-9	18
40	O=C(Cn1c(=O)oc2cc(S(=O)(=O)N3CCc4ccccc43)ccc21)N1CCCCC1	8	110	90	-2	15

no.	APP transl inh	STAT1 blocker	Diaphorase act	Hsp70 act	TLR4 MyD88 comp
31	9	-3	0.9	-0.1	-3
32	-4	-3	0.7	0.5	8
33	7	0	0.9	-0.4	-15
34	-2	-2	0.9	-0.1	1
35	-12	-1	0.9	-0.1	2
36	-2	-3	1	-0.1	-1
37	0	1	0.9	-0.4	-4
38	20	2	0.8	-0.3	-9
39	-14	-1	0.8	-0.4	-6
40	12	11	0.9	-0.2	-3

Later entries
no.	mol	G6PDH CS	STAT3 act	STAT1 act	STAT3 inh	Diaphorase inh
41	CCCN(CCC)C(=O)CC(c1ccccc1)c1ccc(C)cc1O (centres undefined)	7	104	93	1	4
42	COCCn1c(SCC(=O)Nc2cccc(OC)c2)nnc1-c1ccc(Cl)cc1	9	97	94	6	12
43	Cc1ccc2c(CSc3nc4nc(C)cc(C)n4n3)cc(=O)oc2c1	6	113	89	-13	19
44	O=C(O)Cc1ccc(NS(=O)(=O)c2ccccc2Cl)cc1	14	101	98	7	11
45	COC(=O)c1cc(-c2ccccc2)n(CC(=O)O)c1C	2	95	98	12	3
46	COc1cccc(CC(NC(C)=O)C(=O)NC2CCN(c3c(Cc4ccccc4)c(C)nc4ncnn34)CC2)c1OC (centres undefined)	0	105	100	-6	0
47	CCOc1ccccc1NC(=S)NCc1cccn1C	-4	99	93	7	4
48	CN(C(=O)COC(=O)/C=C/c1ccc2ccccc2n1)C1CCS(=O)(=O)C1 (centres undefined)	-2	99	94	10	4
49	CS(=O)(=O)N1CCc2cc(S(=O)(=O)N3CCN(Cc4ccc5c(c4)OCO5)CC3)ccc21	0	103	93	0	4
50	CC1=CC(C2CC(=O)N(c3ccc(C)cc3)C2=O)CC2C(=O)N(c3ccc(C)cc3)C(=O)C12 (centres undefined)	24	94	90	9	21
51	O=C(CSCCN1C(=O)c2ccccc2C1=O)Nc1ccc2ccccc2c1	-32	105	93	-3	20

no.	APP transl inh	STAT1 blocker	Diaphorase act	Hsp70 act	TLR4 MyD88 comp
41	-2	7	1	-0.4	1
42	-9	7	0.9	-0.1	11
43	-14	12	0.8	0.0	-11
44	-3	2	0.9	0.2	-8
45	2	4	1	-0.2	-1
46	-7	0	1	-0.2	13
47	-2	8	1	-0.3	9
48	-12	5	1	-0.2	-9
49	4	8	1	-0.3	4
50	9	9	0.8	-0.2	5
51	-14	8	0.8	-0.1	2

Arranged by molecular weight (ascending): 3 of the compounds above.
no.	mol	G6PDH CS	STAT3 act	STAT1 act	STAT3 inh	Diaphorase inh
45	COC(=O)c1cc(-c2ccccc2)n(CC(=O)O)c1C	2	95	98	12	3
44	O=C(O)Cc1ccc(NS(=O)(=O)c2ccccc2Cl)cc1	14	101	98	7	11
51	O=C(CSCCN1C(=O)c2ccccc2C1=O)Nc1ccc2ccccc2c1	-32	105	93	-3	20

no.	APP transl inh	STAT1 blocker	Diaphorase act	Hsp70 act	TLR4 MyD88 comp
45	2	4	1	-0.2	-1
44	-3	2	0.9	0.2	-8
51	-14	8	0.8	-0.1	2

Not a hit list, and some 6.1% of all compounds hit somewhere here.
